# Screening data as filed in PubChem.
# D3 ag = agonists of human D3 dopamine receptor; P35462; D3R DiscoveRx beta-arrestin cells, luminescence, 90 min; max activation, %; AID 652048; 410,000 tested, 0.58% active; in the data active means max activation above about 30%; further: 0% is about no effect; mostly tested at two doses, the higher about 12 µM
#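 Cells at 1500/well, incubated overnight, then treated with pinned compounds (dopamine as control) for 90 min at 37 degrees C. DiscoveRx reagent added for 30 - 60 minutes at room temperature; luminescence read.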
# DRD3 antagonist = antagonists of human D3 dopamine receptor | P35462 | D3R cells, DiscoveRx beta-arrestin luminescence, antagonist mode; stronger effect = lower value | max response, negative = inhibition, % | 360,000 tested, 2.5% active | AID 652054; in the data active means max response below about -50%; inconclusive means no clear call, values can overlap the other calls; further: on the % scale 0 is the no-effect control and ±100 the full control effect; mostly tested at two doses, the higher about 12 µM
#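 Cells expressing the human receptor were seeded at 1500 cells/well, incubated overnight at 37 degrees C in 5% CO2, then exposed to library compounds with dopamine controls for 90 minutes at 37 degrees C before luminescent detection.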
# MmCpn inh = blocks the Methanococcus maripaludis chaperonin Mm-Cpn. Potency, µM (doses to about 76.9 µM), for inactives: top-dose activity, negative = inhibition, hits mostly inhibitors. purified Mm-Cpn ATPase, ADP Transcreener TR-FRET. 330,000 tested, 0.031% active; further: potency means the concentration at half of the fitted maximal effect; on the % scale 0 is the no-effect control and ±100 the full control effect; nearly all actives have a fitted effect of over 80% in size
#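 Purified archaeal Mm-CPN (25nM final) preincubated 10 min at 37degC with compound, then 10uM ATP for 30 min at 37degC; ADP measured by HTRF Transcreener TR-FRET; buffer 30 mM TRIS pH 7.4, 100mM KCl, 5mM MgCl2, 1mM DTT.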
# EPAC2 agonist = activates human EPAC2 exchange factor; Q8WZA2; EPAC2 activation, biochemical qHTS; response scale: 100% = 6.5 mM cAMP response; Potency, µM (titrated, usually from 154 µM), inactives show top-dose activation, actives largely listed as activators; 360,000 tested, 0.079% active; AID 720711; further: potency means the concentration at half of the fitted maximal effect; nearly all actives have a fitted effect of over 50% in size
# Target sequence (Q8WZA2 whole entry, looked up): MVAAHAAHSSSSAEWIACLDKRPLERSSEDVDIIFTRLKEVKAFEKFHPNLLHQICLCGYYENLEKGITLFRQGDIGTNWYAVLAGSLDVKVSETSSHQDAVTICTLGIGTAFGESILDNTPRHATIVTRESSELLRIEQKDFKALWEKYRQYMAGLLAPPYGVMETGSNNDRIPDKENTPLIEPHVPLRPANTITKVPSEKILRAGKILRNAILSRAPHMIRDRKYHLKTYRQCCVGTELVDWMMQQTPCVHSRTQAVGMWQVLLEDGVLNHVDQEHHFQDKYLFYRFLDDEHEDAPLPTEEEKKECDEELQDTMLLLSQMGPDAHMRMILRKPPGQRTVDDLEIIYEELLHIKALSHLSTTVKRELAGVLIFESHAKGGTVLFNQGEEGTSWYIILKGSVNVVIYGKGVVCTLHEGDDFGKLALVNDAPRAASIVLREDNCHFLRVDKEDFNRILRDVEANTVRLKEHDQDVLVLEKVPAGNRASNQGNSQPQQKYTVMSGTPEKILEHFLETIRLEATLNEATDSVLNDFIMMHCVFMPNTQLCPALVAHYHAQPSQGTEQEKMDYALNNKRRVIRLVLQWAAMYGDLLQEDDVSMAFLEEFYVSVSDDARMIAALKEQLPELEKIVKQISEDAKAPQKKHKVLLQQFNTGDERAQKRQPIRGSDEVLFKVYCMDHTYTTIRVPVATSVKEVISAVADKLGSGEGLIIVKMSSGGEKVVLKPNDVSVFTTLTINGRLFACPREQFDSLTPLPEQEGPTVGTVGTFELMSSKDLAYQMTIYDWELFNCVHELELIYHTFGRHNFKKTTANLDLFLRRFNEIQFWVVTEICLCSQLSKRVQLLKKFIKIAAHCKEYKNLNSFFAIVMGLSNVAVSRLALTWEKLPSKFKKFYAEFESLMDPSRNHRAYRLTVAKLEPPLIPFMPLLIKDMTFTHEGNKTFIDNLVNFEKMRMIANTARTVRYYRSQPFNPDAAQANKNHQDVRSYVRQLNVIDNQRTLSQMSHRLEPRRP
#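 qHTS, titration series. 100 nM EPAC2 / 250 nM Rap1B-BODIPY-GDP / 50 uM GDP; RT; ex 480/em 540 nm, 5-min reads to 30 min. Norm. to 6.5 mM cAMP = activation.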
# PTHR1 agonist = activates the human parathyroid hormone receptor PTHR1 | 410,000 tested, 0.075% active | Potency, µM (highest dose often 115 µM), for the others: at the top dose activation, most hits filed as activators | HEK293 GP2 PTHR1 cells, GloSensor cAMP luminescence, 1 h | Q03431; further: potency means the concentration at half of the fitted maximal effect; nearly all actives have a fitted effect of over 55% in size; some results filed as inactive show a strong effect at the top dose; inactives centre near -15; many of its hits are not listed in these tables
#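 HEK-293-derived GP2 cells expressing PTHR1 and a GloSensor cAMP reporter, 3,000/well, plated overnight, given luciferin plus IBMX (each 0.5 mM as added) for 1 h at 37 °C, then compound for 1 h at 37 °C. Luminescence was read after 15 min at room temperature.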
# EPAC2 antag = blocks human EPAC2 exchange factor; EPAC2 GEF exchange of Rap1B-BODIPY-GDP, fluorescence; 360,000 tested, 0.18% active; Q8WZA2; Potency, µM (doses to about 114 µM), for the others: at the highest dose activity, negative = inhibition, actives largely listed as inhibitors; further: potency means the concentration at half of the fitted maximal effect; on the % scale 0 is the no-effect control and ±100 the full control effect; nearly all actives have a fitted effect of over 45% in size; many of its hits are not listed in these tables
# pAkt inh = Akt phosphorylation inhibition. Neuro2A IGF-stimulated pAkt S473 HTRF, 20 min; stronger effect = lower value. activity change, % for hits at 50 µM. 360,000 tested, 0.32% active. AID 651550; in the data active means activity change below about -80%; inconclusive means mostly about -51% to -80%; further: on the % scale 0 is the no-effect control and ±100 the full control effect
#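 Single-point screen (50 µM final compound) in Neuro2A cells stimulated 20 min with 6 nM IGF at 37 deg C. After lysis, Ser473-phosphorylated Akt read by HTRF (ex 330 nm, em 615/665 nm) as the 665/615 ratio.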
# CCT modulator = changes cytosolic chaperonin activity; 360,000 tested, 0.3% active; AID 651819; activity change, % (test concentration not listed), hits read low; purified chaperonin ATPase assay, HTRF ADP detection, 30 min; in the data active means activity change below about -30%; further: on the % scale 0 is the no-effect control and ±100 the full control effect
#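 We incubate TRiC, 40 or 20 nM final, with library compounds at 76 uM and 10 uM ATP for 30 min at 37 °C. ADP formed is detected with Transcreener HTRF reagents after 30 min at room temperature.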
# Numbers without * were called inactive; i = inactive; ? = inconclusive; · = no result given; [ ] = another dose, or the depositor's remark. Unless noted, the call rests on the fitted dose curve; in most records, active means well fitted curve in the direction sought with a large enough effect; inconclusive means small, poorly fitted or top-dose-only effect, or another doubt; inactive means no such curve, though single readings can be large; an effect the other way counts as inactive or inconclusive.
SMILES,D3 ag,DRD3 antagonist,MmCpn inh,EPAC2 agonist,PTHR1 agonist,EPAC2 antag,pAkt inh,CCT modulator
COC(=O)c1sccc1NC(=O)Nc1ccc(C)cc1C,0,4,-6%,-1%,-13%,0%,i,-1.3
CC(=O)[C@@H]1[C@@H](C(=O)c2ccc(F)cc2)[C@]2(C(=O)Nc3ccccc32)[C@H]2C=Cc3cc(F)ccc3N12,-5,-13,0%,7%,-9%,-11%,i,-5.1
COc1ccc(CC(=O)NNC(=O)CCc2ccccc2)cc1OC,6,12,0%,-3%,-13%,1%,i,-2.1
COc1ccc(-c2cc(C(=O)Nc3ccc(C)c(N)c3)c3ccccc3n2)cc1,-5,23,-2%,19%,-11%,-21%,i,-2.8
COCCCNC(=O)Cn1cc(/C=C(\C#N)C(=O)NC2CC2)c2ccccc21,8,11,1%,4%,-6%,0%,i,-1.4
Cc1ccc(S(=O)(=O)N2CCOCC2)cc1NC(=O)CN(C)CC(=O)Nc1cccc(F)c1,-5,-12,·,5%,-59%[inhibitor],0%,i,-0.3
CC(Sc1nc(N2CCOCC2)c2c(c1C#N)CC(C)(C)OC2)C(=O)Nc1ccccc1 (stereo not given),1,17,-3%,-14%,-9%[57.5 µM],-1%,i,-0.8
O=C(CCCn1c(=S)[nH]c2ccc(Br)cc2c1=O)NCc1ccccn1,1,43,0%,-2%,-36%[inhibitor],2%,i,0.3
COc1cccc(NC(=O)CN2CCN(c3nc(-c4cccc(OC)c4)cs3)CC2)c1,3,12,?,-1%,-9%,0%,i,-0.1
O=C(NCCCc1ccccc1)C1CCC(=O)N(Cc2ccc(Cl)cc2)C1 (stereo not given),-19,0,0%,4%,i,10%,i,1.5
Cc1cc2cc(CNC(=O)C3CC3)ccc2n1C,-12,-17,-6%,2%,i,-2%[57.1 µM],i,-1.8
CCCn1nnnc1SCC(=O)Nc1nnc(CC)s1,3,17,0%,5%,i,3%,-108%*,-4.6
Cc1ccc(NC(=O)c2cccc(S(=O)(=O)Nc3c(C)n(C)n(-c4ccccc4)c3=O)c2)cc1C,-7,4,·,4%,-4%,-6%,i,0.8
Cc1cc(C)c(NC(=O)NC2CCCCC2)c(C)c1,-3,?,-2%,1%,-2%,4%,i,-1.7
Nc1nc(NCCOCCO)nc(NCc2ccccc2)c1[N+](=O)[O-],4,79,1%,18%,-19%,4%,i,1.3
CCN(CC(=O)Nc1c(F)cccc1F)C(=O)c1ccc(=O)[nH]c1,4,3,1%,7%,-31%[inhibitor],2%,i,-2.9
COc1ccc(NC(=O)C2CSC3c4ccccc4C(=O)N23)cc1 (stereo not given),-4,?,-2%,12%,-21%,-1%,i,-5.6
NC(=O)CC(NC(=O)c1cccc(Br)c1)c1ccc(N2CCN(c3ccccn3)CC2)c([N+](=O)[O-])c1 (stereo not given),-1,-8,-3%,11%,-32%[inhibitor],6%,i,-3.9
COc1ccc(-c2nc3ccccc3nc2-c2ccc(OC)cc2)cc1,4,11,-4%,15%,-7%,?,i,-0.7
Cn1c(N)c(C(=O)COC(=O)CCC(=O)c2ccc(F)cc2)c(=O)n(C)c1=O,15,0,-5%,4%,-5%,0%,i,1.2
COCCNC(=O)COC(=O)/C=C/c1cnc2ccccc2n1,3,5,1%,-1%,-2%[57.5 µM],5%,i,-1.5
O=C(O)CSc1nc2sc3c(c2c(=O)n1Cc1ccccc1)CCCCC3,-40,?,4%,7%,-9%,-17%,i,0.2
COc1ccccc1NC(=S)NCC1CCCCC1,-7,-23,1%,-2%,1%,-10%[57.1 µM],i,0.8
O=C1CC2(CCN(C(=O)c3cccc([N+](=O)[O-])c3)CC2)Oc2ccccc21,-16,-22,2%,6%,-5%,5%,i,-1.8
CCc1cccc(NC(=O)COC(=O)C2CCN(c3ccc(C(F)(F)F)cn3)CC2)c1,8,28,-1%,-5%,-21%,-22%,i,-1.7
CCN(CC)c1nc2ccccc2nc1C(C#N)C(=O)NCCc1ccccc1 (stereo not given),6,18,-1%,-133%[inhibitor],-31%[inhibitor],32µM*,i,-1.7
O=c1[nH]c(SCc2ccccc2)nc2c1sc1ccccc12,1,15,-7%,-4%,-10%,-2%,i,-2.7
COc1ccc2oc(C(=O)OCC(=O)NCCN3C(=O)CSC3=O)c(C)c2c1,7,34,-1%,1%,i,14%,i,-1.1
Cc1ccc(/C=C/C2=NN(C)C(=O)CC2)cc1,4,4,0%,7%,-50%[inhibitor],9%,i,-3.3
CS(=O)(=O)N(Cc1ccccc1)c1ccccn1,-3,15,-1%,10%,i,0%,i,-3.2
CC1CN(S(=O)(=O)c2ccc(Cl)c(C(F)(F)F)c2)CC(C)O1 (stereo not given),2,?,0%,-6%,-10%[57.5 µM],14%,i,0.3
CS(=O)(=O)N1CCC(C(=O)Nc2cccc(Cl)c2)CC1,-3,-3,2%,14%,-18%,-5%,i,-4.4
Cc1ccc(OCC(=O)Nc2cc(-c3nn4c(C)nnc4s3)ccc2C)cc1,2,7,1%,5%,-29%,10%,i,-1.8
COc1ccccc1NC(=S)NC1CCC(CC2CCC(NC(=S)Nc3ccccc3OC)CC2)CC1 (stereo not given),5,-8,-2%,3%,-21%,2%,i,1.6
COc1ccc(NC(=O)CN2C(=O)NC3(CCCCCC3)C2=O)cc1Cl,-10,-17,1%,12%,-16%,-2%,i,-4.8
CC1Cc2[nH]c(=S)[nH]c(=O)c2C(C)O1 (stereo not given),1,5,·,-3%,-2%,3%,i,1.3

# Some of these compounds in order of count of non-hydrogen atoms, lowest first.
SMILES,D3 ag,DRD3 antagonist,MmCpn inh,EPAC2 agonist,PTHR1 agonist,EPAC2 antag,pAkt inh,CCT modulator
Cc1ccc(/C=C/C2=NN(C)C(=O)CC2)cc1,4,4,0%,7%,-50%[inhibitor],9%,i,-3.3
COc1ccccc1NC(=S)NCC1CCCCC1,-7,-23,1%,-2%,1%,-10%[57.1 µM],i,0.8
O=c1[nH]c(SCc2ccccc2)nc2c1sc1ccccc12,1,15,-7%,-4%,-10%,-2%,i,-2.7
COc1ccc(CC(=O)NNC(=O)CCc2ccccc2)cc1OC,6,12,0%,-3%,-13%,1%,i,-2.1
O=C(O)CSc1nc2sc3c(c2c(=O)n1Cc1ccccc1)CCCCC3,-40,?,4%,7%,-9%,-17%,i,0.2
Cc1ccc(OCC(=O)Nc2cc(-c3nn4c(C)nnc4s3)ccc2C)cc1,2,7,1%,5%,-29%,10%,i,-1.8
CCN(CC)c1nc2ccccc2nc1C(C#N)C(=O)NCCc1ccccc1 (stereo not given),6,18,-1%,-133%[inhibitor],-31%[inhibitor],32µM*,i,-1.7
COc1cccc(NC(=O)CN2CCN(c3nc(-c4cccc(OC)c4)cs3)CC2)c1,3,12,?,-1%,-9%,0%,i,-0.1
Cc1ccc(S(=O)(=O)N2CCOCC2)cc1NC(=O)CN(C)CC(=O)Nc1cccc(F)c1,-5,-12,·,5%,-59%[inhibitor],0%,i,-0.3
NC(=O)CC(NC(=O)c1cccc(Br)c1)c1ccc(N2CCN(c3ccccn3)CC2)c([N+](=O)[O-])c1 (stereo not given),-1,-8,-3%,11%,-32%[inhibitor],6%,i,-3.9

# Remaining list, next part:
SMILES,D3 ag,DRD3 antagonist,MmCpn inh,EPAC2 agonist,PTHR1 agonist,EPAC2 antag,pAkt inh,CCT modulator
CCN(Cc1ccccc1)C(=O)c1ccc(Cl)cc1[N+](=O)[O-],-1,-5,1%,5%,i,7%,i,0.3
O=C(O)C1CCC(=O)N1Cc1ccc(F)cc1 (stereo not given),1,10,-1%,20%,i,2%,i,0.1
CCOC(=O)c1c(-c2ccc(C)cc2)csc1NC(=O)C1CCCO1 (stereo not given),5,19,-2%,-3%,-19%,-1%,i,-3.0
O=C(c1nnc(-c2ccncc2)o1)c1ccccc1Cl,-7,7,1%,8%,i,4%,i,0.2
CN1CCN(c2ccc(CNC(=O)c3ccco3)cc2)CC1,-1,-5,6%,1%,-18%,-10%,i,-1.7
CCOC(=O)c1cc2cc(-c3c(C(=O)OCC)oc4cc(O)cc(O)c4c3=O)ccc2o1,-19,-17,0%,1%,-1%[57.5 µM],-15%,i,-2.7
CC(C)(C)C1=Nn2c(nnc2C2CCCCC2)SC1,3,-21,0%,2%,i,-2%,i,-2.3
CCOC(=O)N1CCN(C(=O)c2ccccc2N(Cc2ccccc2)S(=O)(=O)c2ccc(OC)cc2)CC1,-6,-18,0%,17%,-25%,-15%,i,-3.0
Cc1csc2ncnc(NC3CCN(Cc4ccccc4)CC3)c12,-14,-90*,2%,-1%,-26%,6%,i,-0.1
O=c1c2[nH]cnc2n(-c2cccc(Br)c2)c(=O)n1Cc1ccccc1,-4,-28,1%,8%,?,-9%,i,-0.9
Cc1ccc(NC(=O)Nc2cccnc2)cc1,2,19,1%,5%,-10%,-1%,i,2.7
COc1cccc(C2c3[nH]c4ccccc4c3C[C@H]3C(=O)N(C4CCN(Cc5ccccc5)CC4)CC(=O)N23)c1 (stereo not given in full),-16,?,-3%,12%,-19%,-6%,i,1.4
CCOc1ccccc1-c1nc(-c2ccc(C)nc2OC)no1,0,17,1%,10%,-38%[inhibitor],-15%,i,0.4
Cc1ccc(-c2cnc(C(O)c3cccc(C)c3C)[nH]2)cc1 (stereo not given),-7,-21,·,0%,-28%,22%,i,-1.2
Cn1c(-c2ccc(F)cc2)cnc1NCc1cccc(F)c1,-5,?,0%,-1%,-9%[57.5 µM],8%,i,1.9
COC(=O)c1ccc2c(=O)n(CCCCCC(=O)N3CCN(c4ccccc4)CC3)c(=O)[nH]c2c1,28,6,-1%,-9%,-17%[57.5 µM],4%,i,-2.1
O=C(N/N=C/c1cccc(Cl)c1)c1c(O)c2c([nH]c1=O)CCCC2,1,6,1%,-1%,i,3%,i,-5.6
Cc1onc(-c2c(F)cccc2Cl)c1C(=O)Nc1cccc(Cn2cccn2)c1,-1,1,-2%,13%,-30%[inhibitor],0%,i,1.1
O=C1c2cccc3cccc(c23)C(=O)N1c1ccc(O)cc1,1,9,0%,7%,i,-8%,i,1.9
COC(=O)c1cc(S(=O)(=O)N(C)C2CCCCC2)cn1C,0,-11,1%,3%,i,1%,i,-2.3

# An excerpt, so the mix of outcomes need not match the whole.
